MEP2-GFP yeast = modulators of MEP2-GFP levels in yeast, primary screen, S. cerevisiae, multiplex flow cytometry, MLPCN library; S. cerevisiae MEP2-GFP strain, 3 h; 100% = DMSO control level; AID 2016, 2009; 0.51% of 330,000 active; GFP response vs DMSO, % at 10 µM;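 active = GFP response versus DMSO above a set limit, roughly screen mean plus 3 SD, cut at about 180% in these data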;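 also: median GFP fluorescence of the barcode-gated MEP2-GFP cells per well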
RPL19A TOR yeast = RPL19A-GFP expression modulators in yeast, primary screen, cell-based, S. cerevisiae, multiplex flow cytometry, MLPCN; 0.3% of 330,000 active; S. cerevisiae RPL19A-GFP strain, 3 h; stronger effect = lower value; percent response vs DMSO, % at 10 µM; AID 2025, 2009;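 active = percent response vs DMSO below 50%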;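 also: median channel GFP fluorescence of the barcoded RPL19A-GFP strain; ratio of sample median GFP to plate DMSO average so 100% = DMSO; lower means less RPL19A-GFP as with rapamycin TOR inhibition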
ZTA DNA inh = blocks Epstein-Barr virus ZTA, an EBNA-1 counter-screen | AID 2234 | ZTA-DNA binding, fluorescence polarization | 0.15% of 320,000 active | inhibition, % at 11 µM | P03206; in the data active = inhibition above about 33%
LAP4 TOR yeast = modulators of LAP4-GFP expression in yeast, primary screen, S. cerevisiae, multiplex flow cytometry, MLPCN library | AID 2023, 2009 | GFP response vs DMSO, % at 10 µM | 3 h; median GFP as percent of DMSO wells | 0.34% of 320,000 active;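 active = GFP response vs DMSO above a set limit, about the screen mean plus 3 SD, cut at about 150% in these data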
AHR activator = AHR activators, primary screen, cell-based, luminescence, luciferase reporter, human; 2.5% of 320,000 active; activation, % at 5 µM; AID 2796, 2010; AHR-responsive luciferase reporter cells; in the data active = activation above about 47%;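 also: 0% = vehicle wells and 100% = reference agonist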
proCasp3 act = activators of human procaspase-3 D3A mutant, primary screen, biochemical, absorbance, PC-3 D3A mutant, single concentration. Caspase-3 (Homo sapiens), P42574. recombinant procaspase-3 D3A, Ac-DEVD-pNA absorbance 405 nm. activation, % at 8.5 µM. 0.11% of 330,000 active;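 active = activation above the mean of all tested compounds plus 3 SD, cut at about 21% in these data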;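 also: 0% = DMSO alone and 100% = DMSO wells spiked with extra 5 µM PC-3 D3A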
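Test system: Procaspase-3 D3A mutant, all three cleavage aspartates alanine | Dosing: Single dose, 8.5 µM nominal compound, 0.8% DMSO | Schedule: 1 h preincubation, 2 h reaction | Technique: 405 nm absorbance of p-nitroaniline, reads at 0 and 120 min | Repeats: One well per compound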
EBNA-1 inh = EBNA-1 DNA-binding inhibitors, primary screen, biochemical, fluorescence polarization | inhibition, % at 14.8 µM | 0.34% of 300,000 active | AID 1950, 2009; in the data active = inhibition above about 28%
procasp7 counter = procaspase-7 activators, primary screen, counter-screen for procaspase-3 activator project, biochemical, absorbance, HTS, human | recombinant procaspase-7, Ac-DEVD-pNA absorbance 405 nm; D23A/D198A/D206A triple mutant, cannot self-cleave; scale: DMSO 0, 5 µM enzyme 100 | activation, % at 8.5 µM | 0.093% of 330,000 active | AID 463210, 2010;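 active = percent activation above the screen-wide mean plus 3 SD, cut at about 25% in these data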
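System: Procaspase-7 triple mutant (PC-7 D3A); measure: % activation from two-timepoint absorbance difference, scaled to controls; times: 1 h compound preincubation, 2 h substrate cleavage, 25 °C; also added: Ac-DEVD-pNA substrate, 400 µM as added; measured by: Epi-absorbance of released pNA at 405 nm, two timepoints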
Numbers without * were called inactive; x = not tested or not shown.

SMILES	MEP2-GFP yeast	RPL19A TOR yeast	ZTA DNA inh	LAP4 TOR yeast	AHR activator	proCasp3 act	EBNA-1 inh	procasp7 counter
O=C(CC(NCCN1CCOCC1)C(=O)O)Nc1cccc(Cl)c1 (stereo unspecified)	91	96	5	96	1	0	-4	12
CCOC(=O)c1sc2nc(CSc3ccccc3)[nH]c(=O)c2c1C	103	99	3	109	-3	-8	-4	-3
CCOc1ccccc1N(CC(=O)Nc1ccc(S(=O)(=O)N2CCCC2)cc1)S(C)(=O)=O	91	95	-6	84	-1	7	1	1
Cc1c(NC(=O)c2cccc(NC(=O)COc3cccc(Br)c3)c2)c(=O)n(-c2ccccc2)n1C	88	94	x	91	2	-4	x	0
O=C(Nc1ccccc1F)c1c[nH]c(=O)[nH]c1=O	105	97	4	100	1	1	5	7
COc1cccc(C(=O)OCC(=O)Nc2cc(C)on2)c1OC	108	101	x	95	0	3	x	3
O=S(=O)(c1cccc2nsnc12)N1CCCCC1	110	103	0	90	-2	13	-5	5
COc1ccc(NC2(c3ccccc3)OC(=O)c3ccccc32)cc1 (stereo unspecified)	97	100	-3	100	-2	0	-5	-8
Cc1cc2oc(=O)cc(C)c2c(=O)o1	99	97	5	97	2	8	10	2
CC1(C)CC(=O)c2cc(C(=O)NC3CCSC3=O)c(=O)n(-c3ccc(Cl)cc3)c2C1 (stereo unspecified)	97	99	-5	99	5	-5	1	-2
Cn1nccc1C(=O)NC1CCCc2c1cnn2-c1ccc(C(C)(C)C)cc1 (stereo unspecified)	102	109	-10	89	-12	5	1	2
CCOC(=O)C1=C(C)N2C(=C(C#N)[C@@H]1c1ccc(C(=O)OC)cc1)SC[C@@]2(O)C(C)(C)C	104	100	-13	96	1	5	8	-6
COc1ccc(COC(=O)c2ccc(Cl)c(S(=O)(=O)N3CCOCC3)c2)cc1F	104	104	15	105	0	2	9	2
CC(=O)N1CCc2cc(S(=O)(=O)CCC(=O)O)ccc21	101	106	22	104	-1	-10	4	4
O=C(CSc1nc2ccccc2o1)N1N=C(c2cccs2)CC1c1ccc(F)cc1 (stereo unspecified)	102	102	2	105	14	-6	10	-4
O=[N+]([O-])C(C1CCS(=O)(=O)C1)C1CCS(=O)(=O)C1 (stereo unspecified)	105	100	-14	101	2	0	3	12
CC(C)[C@H](NS(=O)(=O)c1ccc2c(c1)OCCO2)C(=O)OCC(=O)Nc1ccccc1Cl	100	102	-17	91	-2	-3	7	3
Cc1onc(-c2ccccc2)c1C(=O)OCc1nnc(-c2ccccc2)o1	102	95	8	128	3	0	-7	7
O=C1N(c2ccccc2C(F)(F)F)O[C@@]1(c1ccccc1)C1CCCCC1	103	95	-11	105	0	5	x	14
CC(C)N(C(=O)Nc1ccc2nsnc2c1)C(C)C	89	103	74*	85	14	-34	-10	-40
Cc1ccc(-n2nnc(-c3cccnc3Cl)n2)cc1	x	x	-3	x	0	3	-8	-3
COc1ccc(CC(=O)NCCC(C)C)cc1S(=O)(=O)N1CCOCC1	114	99	-8	107	1	1	-6	4
CN(C)c1nc(/C=C(\C#N)C(N)=O)c(Cl)n1-c1ccc(F)cc1	100	103	4	95	1	-3	2	-12
O=C(OCC(=O)N1CCOCC1)c1cnc(Cl)c(Cl)c1	95	94	-18	92	1	1	x	-3
CC1(C)Cc2cccc(OCC(=O)NC3CC3)c2O1	115	106	-8	100	2	-4	-1	3
Clc1c(-c2ccccc2)nc2ccccn12	101	99	10	99	42	-7	2	-15
Cc1c(O)ccc2c(CN(C)Cc3ccccc3)cc(=O)oc12	88	94	10	97	5	11	-1	22
Cc1cc(C)cc(OCC(=O)N2N=C(C(F)(F)F)CC2(O)C(C)(C)C)c1 (stereo unspecified)	96	101	4	100	12	-4	9	5
CC(Cc1ccccc1)NC(=O)c1cc2ccccc2o1 (stereo unspecified)	100	99	-19	108	7	4	1	8
CCN1CCN(C(=O)c2ccc(CS(=O)Cc3ccc(C)cc3)o2)CC1 (stereo unspecified)	102	102	4	97	0	2	-9	0
Cc1cccc(NC(=O)CSc2nnc(C3CC3)n2CC2CCCO2)c1C (stereo unspecified)	87	93	1	82	-1	2	9	-2
COc1ccc(C2N(c3cc(Cl)ccc3OC)C(=O)C3CCCN32)cc1 (stereo unspecified)	106	98	4	98	4	2	2	5
O=C(C1CCCN1C(=O)c1cccs1)N1CCN(Cc2ccc3c(c2)OCO3)CC1 (stereo unspecified)	92	98	4	100	1	-4	-1	8
Cc1cccc(Cc2cnc(NC(=O)CN3C(=O)/C(=C/c4ccccc4)SC3=S)s2)c1	100	97	-2	103	1	-18	-8	-5
CN1CCN(c2nc(-c3cccnc3)nc3ccccc23)CC1	96	91	-2	98	5	7	7	-3
COC(C)(C)[C@H](O)COc1c2ccoc2cc2oc(=O)ccc12	92	107	6	105	57*	5	-10	-1
O=C(CCc1c[nH]c2ccccc12)NCC1CCCO1 (stereo unspecified)	98	103	1	106	2	0	10	12
CSc1ccc(S(=O)(=O)NCC(=O)OCC(=O)NC2(C#N)CCCCC2)cc1[N+](=O)[O-]	100	103	-21	103	0	-3	-4	7
Cc1cc(C(F)(F)F)c(C#N)c(N2CCOCC2)n1	109	103	-3	104	2	1	0	-5
O=C(O)c1ccc(S(=O)(=O)Nc2ccc3c(c2)OCCO3)cc1	97	100	-12	102	1	-5	-9	-3

3 of the entries above in order of the MEP2-GFP yeast value, rising.
SMILES | MEP2-GFP yeast
CC(Cc1ccccc1)NC(=O)c1cc2ccccc2o1 (stereo unspecified) | 100
CCN1CCN(C(=O)c2ccc(CS(=O)Cc3ccc(C)cc3)o2)CC1 (stereo unspecified) | 102
COc1ccc(C2N(c3cc(Cl)ccc3OC)C(=O)C3CCCN32)cc1 (stereo unspecified) | 106

Next part:
SMILES	MEP2-GFP yeast	RPL19A TOR yeast	ZTA DNA inh	LAP4 TOR yeast	AHR activator	proCasp3 act	EBNA-1 inh	procasp7 counter
CC1(CCc2ccccc2)NC(=O)N(CC(=O)Nc2ccc(OC(F)F)cc2)C1=O (stereo unspecified)	102	98	x	100	3	-4	x	-4
Cc1cccc(NC(=S)N(CCN(C)C)C(C)c2ccco2)c1 (stereo unspecified)	87	108	13	74	2	-7	-10	5
CCC(=O)Nc1cccc(-c2cn3ccsc3n2)c1	98	95	14	95	54*	5	-6	-7
O=C(CCS(=O)(=O)c1ccc(Cl)cc1)OCC(=O)N1CCCCC1	117	104	3	109	1	0	-3	9
Cc1ccc(C(c2nnnn2C2CCCC2)N2CCc3ccccc32)cc1 (stereo unspecified)	89	94	16	114	12	8	1	7
COc1ccc(C2=NO[C@@H]3C(=O)N(c4ccc5c(c4)OCCO5)C(=O)[C@H]23)cc1OC	102	102	7	110	1	3	4	7
C=CCN(c1ccccc1C(=O)O)S(=O)(=O)c1ccc(NC(=O)OC)cc1	108	108	6	99	-3	-4	9	6
O=C(CNCCc1ccc(F)cc1)Nc1cc(F)ccc1F	109	106	-8	94	0	5	-2	-6
CCC(=O)Nc1c2c(nn1-c1ccc(C)cc1C)CSC2	98	98	5	99	-1	-2	9	3
CN(C(=O)C1CCCO1)c1nnc(-c2ccncc2)s1 (stereo unspecified)	96	102	11	102	2	-5	4	1
COc1ccc(C(=O)C2CCCN(Cc3sc(N4CCCC4)nc3Cl)C2)c(OC)c1 (stereo unspecified)	104	99	-4	91	2	5	0	1
CCC(C)NC(=O)CSc1nnc(-c2ccc(OC)c(OC)c2)c(-c2ccc(OC)c(OC)c2)n1 (stereo unspecified)	107	103	0	89	2	-10	-14	3
Cc1n[nH]c(C)c1S(=O)(=O)N1CCCC(C(=O)NC2CCCCC2)C1 (stereo unspecified)	102	97	1	100	-2	8	-9	1
CCn1c(SCC(=O)Nc2nc(-c3ccc(C)cc3)cs2)nnc1-c1ccccc1O	107	99	0	108	7	0	0	-5
Nc1c(Cl)cc(Cl)cc1C(=O)OCC(=O)N1CCOCC1	96	94	6	96	3	4	-2	12
Fc1ccc(CNC(=S)NC2CCCCCC2)cc1	87	95	12	89	-1	7	3	0
CCOc1ccc(NC(=O)CN(C)C(=O)Cc2c(C)nc3ccccc3c2C)cc1OCC	105	101	12	108	33	-1	6	5
CCCCC1CCCOC(C(=O)NCCNCCO)(C(F)(F)F)C1 (stereo unspecified)	x	x	18	x	0	15	3	0
CCOP1(=O)C=C(C(C)(C)C)OC1c1ccc(F)cc1 (stereo unspecified)	99	101	15	93	-1	0	-10	0
O=C(/C=C/c1ccncc1)c1ccc(NC(=O)c2ccccc2F)cc1	113	100	11	112	-1	-3	-2	-6

3 compounds already listed, sorted by count of non-hydrogen atoms, highest first:
SMILES	MEP2-GFP yeast	RPL19A TOR yeast	ZTA DNA inh	LAP4 TOR yeast	AHR activator	proCasp3 act	EBNA-1 inh	procasp7 counter
CCCCC1CCCOC(C(=O)NCCNCCO)(C(F)(F)F)C1 (stereo unspecified)	x	x	18	x	0	15	3	0
O=C(CNCCc1ccc(F)cc1)Nc1cc(F)ccc1F	109	106	-8	94	0	5	-2	-6
CCC(=O)Nc1c2c(nn1-c1ccc(C)cc1C)CSC2	98	98	5	99	-1	-2	9	3

Complete entries, looked up by structure:
Entry for COc1ccc(C(=O)C2CCCN(Cc3sc(N4CCCC4)nc3Cl)C2)c(OC)c1 (stereo unspecified) : MEP2-GFP yeast = 104; RPL19A TOR yeast = 99; ZTA DNA inh = -4; LAP4 TOR yeast = 91; AHR activator = 2; proCasp3 act = 5; EBNA-1 inh = 0; procasp7 counter = 1
Entry for O=C1N(c2ccccc2C(F)(F)F)O[C@@]1(c1ccccc1)C1CCCCC1 : MEP2-GFP yeast = 103; RPL19A TOR yeast = 95; ZTA DNA inh = -11; LAP4 TOR yeast = 105; AHR activator = 0; proCasp3 act = 5; EBNA-1 inh = x; procasp7 counter = 14

Other results:
SMILES	MEP2-GFP yeast	RPL19A TOR yeast	ZTA DNA inh	LAP4 TOR yeast	AHR activator	proCasp3 act	EBNA-1 inh	procasp7 counter
CCN(Cc1ccncc1)C(=O)c1ccccc1NS(=O)(=O)c1ccc(Br)cc1	98	98	-3	99	4	9	7	-1
COc1ccc(NC(=O)N(C)C[C@H]2Oc3ccc(NC(=O)Cc4ccccc4)cc3CC(=O)N([C@H](C)CO)C[C@H]2C)cc1	99	94	x	111	-2	-2	x	10
CC(=O)c1cccc(Nc2nc(=O)c3cccnc3s2)c1	96	x	-4	100	23	7	4	0
CCN(CC)C(=O)Cn1nc(-c2ccccc2O)nc1SCC(=O)Nc1ccc(OC)cc1	104	103	-9	102	-2	-1	-10	5
CC(=O)c1ccc(-c2nc3c4ccccc4ccn3c2C(C)=O)o1	105	99	0	111	3	4	-5	3
CCOc1ccc(S(=O)(=O)NC(C)C(=O)NCc2ccncc2)cc1 (stereo unspecified)	104	102	1	94	-2	1	5	13
CC(C)Cc1nc(C#N)c(N2CCC(C(N)=O)CC2)o1	105	104	0	104	2	11	-16	4
CC(C)N(C(=O)CN1C(=O)NC(c2ccccc2)(c2ccccc2)C1=O)C(C)C	102	102	2	99	-2	-4	5	11
Cc1ccccc1OCCC(=O)OCC(=O)NCCNC(=O)COC(=O)CCOc1ccccc1C	116	110	3	98	5	-10	-11	-10
CS(=O)(=O)N(CCc1ccccc1)CC(=O)NCc1ccccn1	98	101	1	103	1	-1	1	6
Cc1ccc(C(=O)O/N=C2\CCSc3ccc(C)cc32)cc1	106	99	-11	108	2	2	-18	-4
CCOC(=O)n1ccc(C(=O)Nc2ccccc2F)n1	107	99	3	104	-4	8	15	-1
CCOc1cc(/C=N/NC(=O)c2cccc([N+](=O)[O-])c2)ccc1OS(=O)(=O)c1ccccc1	92	102	4	96	5	-1	7	-8
O=C(COC(=O)COc1ccccc1F)NCc1ccco1	105	98	x	98	-3	2	x	-5
CN(c1ccccc1)S(=O)(=O)c1ccc(Cl)c(C(=O)OCC(=O)NCc2ccco2)c1	93	90	-2	100	-1	8	4	0
